M. tuberculosis HTS: M. tuberculosis growth inhibition, HTS (AID 449762). M. tuberculosis H37Rv growth inhibition, 7H9 media; higher % means a stronger effect. one-dose inhibition, % at 25 µM; IC50 in µM for titrated hits. hit rate 0.59% among 330,000; in the data active = a potency from the dose series; inconclusive = inhibition above about 70% without an active follow-up result;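 also: bacterial growth assessed after seven days of incubation; strong numbers were not always called active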
H1N1 NS1A inhibition: NS1A inhibition, H1N1 influenza, cell based functional assay (AID 504329) | NS1A functional cell-based assay, percent inhibition; higher % means a stronger effect | inhibition, % at 12.5 µM, or IC50 in µM where a hit was titrated | hit rate 0.3% among 340,000; in the data active = a potency from the dose series; inconclusive = inhibition above about 27% without an active follow-up result; also: strong numbers were not always called active
M. tuberculosis: growth inhibition of non-replicating M. tuberculosis (AID 488890) | Mycobacterium tuberculosis non-replicating, growth inhibition; higher % means a stronger effect | inhibition, % at 25 µM, or IC50 in µM where a hit was titrated | hit rate 0.39% among 320,000; in the data active = a potency from the dose series; inconclusive = inhibition mostly from about 82% at the one dose, without a potency; inactive = the rest, 99 in 100 with inhibition below about 76%;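 also: plate controls were DMSO cells for no effect and high antibiotic wells for full effect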
VEEV TC-83 Vero: inhibitors of VEEV TC-83 cytopathic effect, confirmation, Vero cells (AID 588727); inhibition, % at 20 µM; hits with a dose series show IC50 in µM; Vero cells, VEEV TC-83 cytopathic effect inhibition; higher % means a stronger effect; hit rate 0.13% among 350,000; in the data active = a potency from the dose series; inconclusive = inhibition mostly from about 14% at the one dose, without a potency; inactive = the rest, 99 in 100 with inhibition below about 12%; also: strong numbers were not always called active
PhoP GFP inhibition: PhoP regulon inhibitors, Salmonella typhi PhoP promoter GFP reporter, confirmatory (AID 1850) | Salmonella Typhi PhoP-promoter GFP reporter, fluorescence, 4 h; higher % means a stronger effect | one-dose inhibition, % at 50 µM; IC50 in µM for titrated hits | hit rate 0.33% among 310,000; in the data active = a potency from the dose series; inconclusive = inhibition mostly from about 25% at the one dose, without a potency; inactive = the rest, 99 in 100 with inhibition below about 19%;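 also: 0% = induced wells with vehicle and 100% = uninduced wells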
VEEV TC-83 Vero 10K pilot screen: further read-out of VEEV TC-83 Vero, marked with its call; inhibition, %; measured here: 10K pilot screen inhibition
Numbers without * were called inactive; i = inactive; ? = inconclusive; nt = no result given.

SMILES	M. tuberculosis HTS	H1N1 NS1A inhibition	M. tuberculosis	VEEV TC-83 Vero	PhoP GFP inhibition	others
CC1CCCC(=C\c2ccccc2)/C1=N/O (stereo unspecified)	2%	-6%	14%	0.2%	-5%
Nc1ccc2ccccc2c1C(=O)c1ccccc1	nt	1%	nt	2.7%	nt
CC(=O)c1c(C(C)=O)c(C)n(NC(=O)c2ccc(Cl)cc2)c1C	-2%	-8%	-4%	0.2%	3%
CCC(C)c1ccccc1NC(=O)COC(=O)c1ccc2[nH]c3c(c2c1)CCCC3 (stereo unspecified)	2%	-6%	-3%	5.6%	-4%
CCCS(=O)(=O)NCCc1cc2ccc(C)cc2[nH]c1=O	2%	-4%	0%	0.2%	-4%
CCN(c1cccc(C)c1)S(=O)(=O)c1ccc(-c2ccc(=O)[nH]n2)o1	6%	6%	2%	i	-21%
CC(/C=N\NC(=O)c1cccnc1)c1ccccc1 (stereo unspecified)	6%	-2%	-3%	1.2%	-12%
CSCC[C@H](NC(=O)C1CCN(S(=O)(=O)c2ccc(C)cc2)CC1)C(=O)NCc1ccco1	14%	-12%	16%	0.7%	-11%
C=CCn1c(SCC(=O)NC2(C#N)CCCCC2)nnc1-c1ccncc1	8%	-3%	3%	1.3%	7%
N=c1sccn1CC(=O)Nc1ccccc1Oc1ccccc1	-9%	6%	13%	0.3%	8%
COc1ccc2ccccc2c1/C=N/NC(=O)c1nnn(-c2nonc2N)c1C(C)C	7%	6%	-2%	7.3%	-18%
COc1cc(-c2cn[nH]c2N)cc(OC)c1OC	2%	-6%	-15%	6.7%	11%
O=C(OCc1cc(=O)n2ccsc2n1)c1ccccc1NCCO	-4%	-9%	4%	9.7%	nt
Cc1ccccc1NC(=O)CSc1[nH]c(=O)cc(C)c1C#N	-10%	8%	nt	0.9%	nt
Cc1ccc(S(=O)(=O)n2nnc3ccccc32)c(C)c1C	1%	6%	-6%	i	-8%
Cc1cc(Nc2ccccc2)n(C(=O)c2ccc(Cl)cc2)n1	-4%	-15%	8%	0.3%	-8%
COc1ccc(C(=O)N2CCN(Cc3cc(OC)ccc3OC)CC2)cc1	4%	-1%	3%	0.3%	-3%
CCCc1cc(=O)oc2cc(C)cc(OC(C)C(=O)NCC(O)c3ccccc3)c12 (stereo unspecified)	-7%	-9%	6%	7.9%	-8%
CC1=C(C(=O)c2ccccc2)C(c2cn(-c3ccccc3)nc2-c2ccc(Cl)cc2)NC(=S)N1 (stereo unspecified)	?	5%	57%	i	3%
COc1ccc(C(=O)Nc2cc3c(cc2C#N)OCO3)cc1S(=O)(=O)NCc1ccco1	-5%	8%	-7%	5.2%	-2%
COc1ccc(C2CN=NC23CCCc2ccccc2C3=O)cc1 (stereo unspecified)	-4%	-12%	18%	2.4%	0%
COc1ccc(C2c3ccc4ccccc4c3Oc3ncn(CCCO)c(=N)c32)cc1OC (stereo unspecified)	9%	8%	60%	6.0%	-5%
COC(=O)[C@@H](Cc1ccccc1)NC(=O)NCCc1c[nH]c2ccccc12	54%	1%	0%	0.7%	-18%
CCCn1c(CCc2ccccc2)nnc1SCC(=O)N1CCCC1	-6%	-9%	6%	0.7%	-3%
CCOc1cccc(/C=N/N2CCN(c3ccc(Cl)cc3)CC2)c1O	-6%	-6%	3%	i	1%
CCOC(=O)c1ccc(-c2nnc(-c3ccc(Cl)cc3Cl)o2)cc1	63%	-3%	36%	i	0%	VEEV TC-83 Vero 10K pilot screen=1.5
c1ccc(CCN2CCC3(CC2)OCCO3)cc1	-3%	-1%	6%	i	-6%
O=S(=O)(Nn1cnnc1)c1ccc2ccccc2c1	8%	-5%	0%	0.6%	-6%
CCOC(=O)N1CCC(N2C(=O)c3ccc(C(=O)Nc4ccc(OC)c(OC)c4)cc3C2=O)CC1	-1%	-3%	-4%	0.2%	-30%
CN(Cc1cnccn1)C(=O)c1cc(COc2cccc(C(F)(F)F)c2)on1	nt	-3%	nt	6.5%	nt
CCOc1ccc(C(=O)Nc2nnn(CC)n2)cc1	-2%	0%	-19%	1.2%	0%
COC(=O)c1ccc(/C=N/Nc2nc(-c3ccccc3)cs2)cc1	-1%	-6%	-14%	0.5%	-7%	VEEV TC-83 Vero 10K pilot screen=2.7
COC(=O)c1ccc(COc2ccc(/C=N/N3CCN(C)CC3)cc2)cc1	?	1%	72%	0.6%	-5%
CCOC(=O)C1=C(C)NC(=O)CC1c1cc2c(cc1[N+](=O)[O-])OCO2 (stereo unspecified)	6%	-3%	-14%	2.5%	3%
COc1ccc(C)cc1NC(=O)c1ccc(CN2CCN(c3ccccc3)CC2)cc1	14%	5%	32%	?	-3%
CC(C)(C)N(Cc1ccccc1)C(=O)COC(=O)CN1C(=O)C2CC=CCC2C1=O (stereo unspecified)	-23%	-6%	-14%	3.8%	-2%
O=C(NCCN1CCCCC1)Nc1ccccc1	5%	3%	1%	i	4%	VEEV TC-83 Vero 10K pilot screen=1.0
Cc1ccc(F)c(NC(=O)c2ccc(Cn3cc(Cl)cn3)cc2)c1	?	-6%	?	i	0%
CC12CCC(C/C1=N/OC(=O)c1cccc([N+](=O)[O-])c1)C2(C)C (stereo unspecified)	9%	-9%	-13%	0.9%	3%
COc1ccccc1NC(=O)c1cc2cc(Br)ccc2oc1=N	64%	1%	61%	i	9%
CCN(CC)c1ccc(/C=C2\SC(=O)N(C(C)C)C2=O)o1	1.3µM*	nt	24%	13%	-41%
Cc1ccc(C)c(S(=O)(=O)N=Nc2c(O)[nH]c3ccccc23)c1	0%	9%	-15%	1.1%	11%
COc1ccc(N2CCN(C(=O)Cc3coc4cc(C)ccc34)CC2)cc1	12%	0%	43%	1.6%	1%
O=C(c1cc(COc2ccc(F)cc2Cl)on1)N1CC2C[C@@H]3CC1C[C@H](C2)C3	5%	-6%	12%	0.4%	9%
CSc1nc2[nH]c(=O)n(O)c(=O)c2n1Cc1ccccc1	nt	3%	nt	i	nt
CSc1ccccc1OCc1cc(C(=O)NCCc2ccco2)no1	2%	-9%	-7%	4.1%	-9%
O=C(Cc1cccc(NC(=O)C2CCCN(C(=O)C3CCCCC3)C2)c1)Nc1cccc(C(=O)N2CCOCC2)c1 (stereo unspecified)	nt	-11%	nt	1.4%	nt
CC1CCCC(C)N1C(=O)CSc1nnc(-c2cccs2)o1 (stereo unspecified)	-4%	-3%	18%	0.7%	-6%
O=C(COc1ccc(F)cc1Cl)Nc1ccccc1C(=O)N1CCCCC1	4%	8%	26%	i	-5%
O=C(/C=C/c1ccco1)NCCCN1CCOCC1	0%	2%	-10%	1.3%	-3%
Cc1ccc(C)c(N2CCN(CCCc3ccccc3)CC2)c1	5%	-50%	7%	0.4%	14%
CS(=O)(=O)N1CCN(c2ccc(NC(=S)NC(=O)c3ccccc3[N+](=O)[O-])cc2)CC1	-1%	1%	-4%	i	-6%
CCOC(=O)c1c(-c2ccc(OCC)cc2)csc1NC(=O)CCN1C(=O)c2ccccc2C1=O	2%	nt	-18%	nt	-14%
CCOc1cc(C#N)c(NC(=O)c2cccnc2Cl)cc1OCC	-3%	7%	-1%	0.9%	10%
COc1cc(NC(=S)Nc2cccc(C)n2)cc(OC)c1OC	5%	6%	-2%	1.5%	-3%
O=C(COC(=O)Cc1c(F)cccc1Cl)NC1CCS(=O)(=O)C1 (stereo unspecified)	-3%	-3%	-8%	1.6%	-4%
COc1ccc(CNc2nc(NC(C)=O)nn2-c2ccccc2)cc1	-1%	4%	10%	0.9%	2%
NC(=O)CC(NC(=O)Cc1cccc2ccccc12)c1ccc(N2CCCCCC2)c([N+](=O)[O-])c1 (stereo unspecified)	-4%	6%	11%	i	-5%
CCCCNC(=O)C1CCCN(S(=O)(=O)c2ccc(S(=O)(=O)NCC(C)C)cc2)C1 (stereo unspecified)	-6%	-3%	1%	i	-2%
C=CCNc1nc2c(c(=O)[nH]c(=O)n2C)n1CCCc1ccccc1	-4%	-4%	7%	i	8%
More records follow.
SMILES	M. tuberculosis HTS	H1N1 NS1A inhibition	M. tuberculosis	VEEV TC-83 Vero	PhoP GFP inhibition	others
O=C(Cn1ncc2c(=O)oc3ccccc3c21)NC1CC1	0%	7%	-6%	i	2%
NC(=O)c1cccnc1Nc1ccccc1F	-1%	-1%	-23%	i	-4%
Oc1c(Br)cc(Br)cc1CNc1ccc(F)cc1	-1%	3%	41%	0.8%	6%
CCn1c(=O)[nH]c2cc(Cl)c(Cl)cc21	16%	4%	-1%	1.3%	-19%
Nc1c(C(=O)O)sc2nc(-c3ccccc3)cc(-c3ccc(Cl)cc3)c12	6%	-5%	31%	1.2%	11%
CCCCC(=O)Nc1ccc(C(=O)N2CCN(c3ccccc3OC)CC2)cc1	2%	11%	8%	2.5%	0%
CCOC(=O)c1c(Cc2cccc(Cl)c2)c[nH]c1C	5%	4%	44%	1.1%	-3%
CCCn1nnnc1NCc1ccc(N2CCCC2)cc1	-1%	-8%	29%	i	6%
Cn1c(O)c(C=NC2CC3CCC2(C)C3(C)C)c(=O)[nH]c1=O (stereo unspecified)	-2%	-4%	-10%	0.6%	-2%
Cc1onc(-c2ccccc2)c1C(=O)Nc1ccon1	6%	21%	-2%	1.9%	3%
COCCCNC(=O)C[C@H]1C[C@H](C(=O)N2CCCCC2)[C@@]2(CCc3ccccc3)c3[nH]c4ccc(Cl)cc4c3CCN2C1=O	nt	-18%	nt	6.9%	nt
N#C/C(=C\Nc1ccc2c(c1)OCCO2)c1nc(-c2ccccc2)cs1	9%	-3%	31%	0.1%	-1%

Brought forward from above: 2 entries, followed by the next part.
SMILES	M. tuberculosis HTS	H1N1 NS1A inhibition	M. tuberculosis	VEEV TC-83 Vero	PhoP GFP inhibition	others
COCCCNC(=O)C[C@H]1C[C@H](C(=O)N2CCCCC2)[C@@]2(CCc3ccccc3)c3[nH]c4ccc(Cl)cc4c3CCN2C1=O	nt	-18%	nt	6.9%	nt
N#C/C(=C\Nc1ccc2c(c1)OCCO2)c1nc(-c2ccccc2)cs1	9%	-3%	31%	0.1%	-1%
Cc1cccc(N2C(=O)C=CC2=O)c1	nt	7%	nt	2.2%	nt
CC(OC(=O)c1ccc(-n2cnnn2)cc1)C(=O)Nc1ccc(F)c(F)c1F (stereo unspecified)	-1%	-9%	3%	0.4%	nt
O=C(CSC(=S)N1CCCC1)N1CCN(S(=O)(=O)c2ccccc2F)CC1	-2%	0%	-19%	7.3%	9%
CCOC(=O)NN1C(=O)c2ccccc2NC1C (stereo unspecified)	-5%	-2%	-7%	i	10%
CCn1c(SCC(=O)NCCc2ccccc2)nc2c([nH]c3ccccc32)c1=O	3%	-12%	6%	i	2%
COC(=O)c1nc(NNC(=O)c2ccccc2)sc1-c1ccccc1	-6%	-9%	-26%	i	1%
COc1cc(CN2CCN(c3cc(C)ccc3C)CC2)cc([N+](=O)[O-])c1O	6%	nt	11%	nt	-14%

A draw from above in order of SMILES length, highest first:
SMILES	M. tuberculosis HTS	H1N1 NS1A inhibition	M. tuberculosis	VEEV TC-83 Vero	PhoP GFP inhibition	others
COCCCNC(=O)C[C@H]1C[C@H](C(=O)N2CCCCC2)[C@@]2(CCc3ccccc3)c3[nH]c4ccc(Cl)cc4c3CCN2C1=O	nt	-18%	nt	6.9%	nt
COc1cc(CN2CCN(c3cc(C)ccc3C)CC2)cc([N+](=O)[O-])c1O	6%	nt	11%	nt	-14%
CC(OC(=O)c1ccc(-n2cnnn2)cc1)C(=O)Nc1ccc(F)c(F)c1F (stereo unspecified)	-1%	-9%	3%	0.4%	nt
CCn1c(SCC(=O)NCCc2ccccc2)nc2c([nH]c3ccccc32)c1=O	3%	-12%	6%	i	2%
O=C(CSC(=S)N1CCCC1)N1CCN(S(=O)(=O)c2ccccc2F)CC1	-2%	0%	-19%	7.3%	9%
N#C/C(=C\Nc1ccc2c(c1)OCCO2)c1nc(-c2ccccc2)cs1	9%	-3%	31%	0.1%	-1%
Cn1c(O)c(C=NC2CC3CCC2(C)C3(C)C)c(=O)[nH]c1=O (stereo unspecified)	-2%	-4%	-10%	0.6%	-2%
COC(=O)c1nc(NNC(=O)c2ccccc2)sc1-c1ccccc1	-6%	-9%	-26%	i	1%
O=C(Cn1ncc2c(=O)oc3ccccc3c21)NC1CC1	0%	7%	-6%	i	2%
CCOC(=O)c1c(Cc2cccc(Cl)c2)c[nH]c1C	5%	4%	44%	1.1%	-3%
Cc1onc(-c2ccccc2)c1C(=O)Nc1ccon1	6%	21%	-2%	1.9%	3%
Oc1c(Br)cc(Br)cc1CNc1ccc(F)cc1	-1%	3%	41%	0.8%	6%
CCCn1nnnc1NCc1ccc(N2CCCC2)cc1	-1%	-8%	29%	i	6%
CCOC(=O)NN1C(=O)c2ccccc2NC1C (stereo unspecified)	-5%	-2%	-7%	i	10%
Cc1cccc(N2C(=O)C=CC2=O)c1	nt	7%	nt	2.2%	nt
NC(=O)c1cccnc1Nc1ccccc1F	-1%	-1%	-23%	i	-4%
